Screening results deposited in PubChem by Sanford-Burnham Center for Chemical Genomics.
mIAP inh – inhibitors of mouse IAP, primary screen, biochemical, luminescence, uHTS. purified mouse IAP, CDP-Star luminescence, 30 min. inhibition, % at 10 µM. 330,000 compounds, 0.2% hits;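 active = inhibition of at least 40% at 10 µM in the primary screen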;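 note: plate controls were DMSO with enzyme for no effect and no enzyme wells for full effect; values of inactives mirror those of a sister screen read the other way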
MPTP inh – mitochondrial permeability transition pore inhibitors, primary screen, biochemical, isolated mouse mitochondria, absorbance; Ca2+ swelling absorbance, 30 min; inhibition, % at 10 µM; 360,000 compounds, 1.4% hits; AID 602449, 2012;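 active = inhibition of 50% or more, scaled per plate between neutral and stimulator controls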;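 note: 0% = DMSO wells given calcium and 100% = 1 mM EGTA wells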
MIN6 prolif – inducers of MIN6 beta-cell proliferation, primary screen, ATP luminescence, uHTS | MIN6 cells proliferation, ATPlite luminescence, 48 h; cells starved in 0.2% serum; 100% = growth in 10% serum | 330,000 compounds, 0.29% hits | proliferation, % at 10 µM;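 active = compounds whose signal lies at least 3.5 SD above the mean of all wells on their plate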;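 note: 0% = DMSO-treated cells in low-serum medium and 100% = 10% serum control; some compounds called inactive have numbers as strong as hits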
APOBEC3G inh – APOBEC3G DNA deaminase inhibitors, primary screen, biochemical, fluorescence, single-stranded DNA substrate, uHTS | DNA dC->dU-editing enzyme APOBEC-3G (Homo sapiens), Q9HC16 | recombinant A3G, ssDNA deamination FAM/TAMRA fluorescence | inhibition, % at 20 µM | 330,000 compounds, 0.28% hits | AID 493012, 2011;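 active = inhibition of at least 40% at 20 µM, with no more than 30% in the related APOBEC3A deaminase screen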;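 note: plate controls were DMSO wells with A3G for no effect and wells lacking A3G enzyme for full effect; some compounds called inactive have numbers as strong as hits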
Target sequence (Q9HC16 whole entry, looked up): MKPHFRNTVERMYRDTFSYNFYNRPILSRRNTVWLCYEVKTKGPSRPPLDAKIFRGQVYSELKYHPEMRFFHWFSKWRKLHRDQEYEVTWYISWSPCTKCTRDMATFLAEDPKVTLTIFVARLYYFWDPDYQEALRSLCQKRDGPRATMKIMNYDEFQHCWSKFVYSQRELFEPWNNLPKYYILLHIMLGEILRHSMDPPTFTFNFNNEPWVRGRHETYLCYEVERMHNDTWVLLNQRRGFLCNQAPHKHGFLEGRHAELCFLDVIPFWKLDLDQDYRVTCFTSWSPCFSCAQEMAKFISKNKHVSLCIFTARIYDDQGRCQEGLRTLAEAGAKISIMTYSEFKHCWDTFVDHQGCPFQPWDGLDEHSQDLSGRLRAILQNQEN
hIAP inh – human IAP inhibitors, primary screen, biochemical, luminescence, uHTS; 330,000 compounds, 0.12% hits; purified IAP, CDP-Star luminescence, 30 min; AID 2544, 2010; inhibition, % at 10 µM; Intestinal-type alkaline phosphatase (Homo sapiens), P09923;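 active = inhibition reaching a set limit with compound at 10 µM in the primary screen, cut at about 35% in these data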;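 note: plate controls were DMSO wells with enzyme for no effect and no-enzyme buffer wells for full effect; values of inactives mirror those of a sister screen read the other way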
A3A deaminase – APOBEC3A ssDNA deaminase inhibitors, primary screen, selectivity assay for APOBEC3G inhibitor project, biochemical, FAM/TAMRA oligo cleavage fluorescence. 330,000 compounds, 0.41% hits. recombinant A3A, FAM/TAMRA ssDNA deamination fluorescence. AID 493011, 2011. inhibition, % at 20 µM. DNA dC->dU-editing enzyme APOBEC-3A (Homo sapiens), P31941;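 active = at least 40% inhibition at 20 µM here, with at most 30% in a related deaminase screen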;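 note: plate controls were A3A with DMSO for no effect and wells lacking A3A enzyme for full effect; some results filed as inactive read as strong as hits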
Target sequence (P31941 whole entry, looked up): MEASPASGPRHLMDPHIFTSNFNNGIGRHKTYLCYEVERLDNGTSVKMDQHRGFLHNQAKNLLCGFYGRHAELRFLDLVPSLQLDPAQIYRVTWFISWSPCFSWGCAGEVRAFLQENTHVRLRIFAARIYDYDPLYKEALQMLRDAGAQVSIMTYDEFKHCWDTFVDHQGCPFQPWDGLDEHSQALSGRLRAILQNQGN
hIAP act – human IAP activators, primary screen, biochemical, luminescence, uHTS | Intestinal-type alkaline phosphatase (Homo sapiens), P09923 | purified human IAP, CDP-Star luminescence, 30 min; hits give high values; 1 = vehicle-only enzyme, 0 = enzyme-free background | activation factor at 10 µM | 330,000 compounds, 0.16% hits;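 active = activation factor of the enzyme at least 2-fold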; note: the source names both 10 and 20 µM as test concentration; values of inactives mirror those of a sister screen read the other way
ATG4B inh – ATG4B protease inhibitors, primary screen, biochemical, fluorescence, uHTS. inhibition, % at 8.33 µM. ATG4B cleavage of LC3-PLA2, NBD-HPC fluorescence, 1 h. 340,000 compounds, 0.51% hits. Cysteine protease ATG4B (Homo sapiens), Q9Y4P1. AID 504462, 2011; in the data active = inhibition above about 40%
Target sequence (Q9Y4P1 whole entry, looked up): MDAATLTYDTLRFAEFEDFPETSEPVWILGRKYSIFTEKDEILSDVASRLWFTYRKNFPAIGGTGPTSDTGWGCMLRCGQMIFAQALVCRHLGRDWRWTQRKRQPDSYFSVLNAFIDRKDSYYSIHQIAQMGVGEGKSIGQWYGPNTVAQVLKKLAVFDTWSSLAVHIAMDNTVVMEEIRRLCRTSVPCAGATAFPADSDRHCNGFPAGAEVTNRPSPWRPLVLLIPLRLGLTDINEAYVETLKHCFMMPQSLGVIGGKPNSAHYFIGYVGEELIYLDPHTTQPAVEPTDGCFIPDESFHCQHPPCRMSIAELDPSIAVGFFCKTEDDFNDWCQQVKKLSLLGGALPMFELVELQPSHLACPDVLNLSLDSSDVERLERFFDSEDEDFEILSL
mIAP act – activators of mouse IAP, primary screen, biochemical, luminescence, uHTS. intestinal alkaline phosphatase [Mus musculus]. muIAP, CDP-Star luminescence, 30 min; hits give high values; 1 = vehicle-only enzyme signal, 0 = enzyme-free wells. activation factor at 10 µM. 330,000 compounds, 0.24% hits. AID 2805, 2010;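 active = activation factor of at least 2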; note: the source names both 10 and 20 µM as test concentration; values of inactives mirror those of a sister screen read the other way
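Assay system: mouse IAP enzyme / Compound: DMSO-dissolved test compounds / Timing: 30 min, room temperature / Measured by: luminescence from enzymatic CDP-Star hydrolysis / Control set: DMSO-only wells, enzyme-free buffer wells as negative control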
An asterisk follows results filed as active; / = not tested or not shown.

Values run as follows: mIAP inh, MPTP inh, MIN6 prolif, APOBEC3G inh, hIAP inh, A3A deaminase, hIAP act, ATG4B inh, mIAP act
> O=C(c1ccc2c(=O)n(Cc3ccccc3Cl)c(=S)[nH]c2c1)N1CCOCC1
 : 1.5, 1.4, -0.7, -5.3, -10.2, -4.5, 1.1, -0.3, 0.985
> Cc1cccc(NS(=O)(=O)c2ccc(C)c(C(=O)NCC(c3ccccc3)N(C)C)c2)c1 (configuration not stated)
 : 8.7, 1.0, 1.7, -2.2, 5.5, -2.5, 0.945, 0.3, 0.913
> O=C(CN(CC1CCCO1)C(=O)CNS(=O)(=O)c1ccc(Cl)cc1)NCc1ccco1 (configuration not stated)
 : -2.6, 0.6, 2.1, -3.7, -23.7, -2.2, 1.24, 3.8, 1.03
> COC(=O)CN1C(=O)N/C(=C/c2ccccc2OC)C1=O
 : 7.4, -1.7, -2.2, 0.0, -13.5, 4.3, 1.14, -4.6, 0.926
> CC(C)CN1CN(Cc2ccco2)CNC1=S
 : 3.9, -1.1, 2.9, -8.8, 0.8, -3.5, 0.992, 2.0, 0.961
> CSCCC(NS(=O)(=O)c1ccc(C)cc1)C(=O)NC1CCCCC1 (configuration not stated)
 : -7.8, -1.0, -0.9, -3.5, -11.6, -0.8, 1.12, -33.3, 1.08
> O=C(Nc1ccccc1)c1ccc2c(c1)OCO2
 : 4.8, 0.7, -3.0, -5.6, -1.0, -1.2, 1.01, 15.0, 0.952
> CCOC(=O)c1ccc(NC(=S)N2CCSC2c2ccc(OC)cc2)cc1 (configuration not stated)
 : -4.7, 22.9, -1.6, -5.8, -4.7, -6.2, 1.05, -1.8, 1.05
> CCOc1ccc(N=c2scc(-c3ccc(OC)cc3)n2CCO)cc1
 : 10.6, 6.1, -4.0, -5.6, 4.6, -3.2, 0.954, -12.3, 0.894
> CC(=O)Nc1ccc(NC(=O)CCOc2ccccc2C)cc1
 : 1.1, -0.2, 0.0, -0.7, -4.1, -1.0, 1.04, -5.0, 0.989
> O=C(CN1CCN(Cc2ccccc2)CC1)N1N=CCC1c1ccccc1 (configuration not stated)
 : -1.3, 1.7, 0.0, -8.5, -11.3, 0.1, 1.11, -3.2, 1.01
> COc1cc(NC(=O)c2cccnc2)ccc1-c1cc2ccccc2oc1=O
 : 8.8, /, -3.2, -4.1, 7.1, -0.1, 0.929, /, 0.912
> CC1=NOC(=O)/C1=C\c1ccc(-c2ccc(Br)cc2C(=O)O)o1
 : 6.5, 0.1, -0.2, 16.1, -13.0, 53.4*, 1.13, 9.3, 0.935
> CCCCn1c(N)c(N(CC(C)C)C(=O)CCCc2cccs2)c(=O)[nH]c1=O
 : 5.9, 0.6, -3.5, -7.4, -0.6, -0.6, 1.01, 6.6, 0.941
> O=C(NCC(O)CO)c1csc(Nc2cccc3ccccc23)n1 (configuration not stated)
 : -2.6, -0.6, -1.2, -10.7, -0.6, -2.4, 1.01, -8.3, 1.03
> O=C(NCC(O)c1ccc([N+](=O)[O-])cc1)c1cccc(S(=O)(=O)N2CCOCC2)c1 (configuration not stated)
 : -6.2, -2.8, -1.0, 2.8, 4.2, 1.3, 0.958, -3.8, 1.06
> COCCN(C(=O)COC(=O)CCOc1cccc(C)c1)c1c(N)n(Cc2ccccc2)c(=O)[nH]c1=O
 : -2.8, -0.7, -5.1, -1.3, 3.0, -1.4, 0.97, -6.9, 1.03
> O=C(Nc1ncc(Cc2ccccc2)s1)c1cccs1
 : 3.5, -2.9, -2.5, -1.5, -10.8, 1.9, 1.11, 30.0, 0.965
> Cc1onc(-c2c(Cl)cccc2Cl)c1C(=O)Nc1nccs1
 : 5.5, -0.1, -0.9, -7.6, 20.6, -3.5, 0.794, -3.7, 0.945
> O=[N+]([O-])c1nn(-c2ccccc2)n(O)c1=NCCc1ccccc1
 : -4.8, 2.6, -4.0, -3.4, 9.0, 0.4, 0.91, -7.5, 1.05

Values run as follows: mIAP inh, MPTP inh, MIN6 prolif, APOBEC3G inh, hIAP inh, A3A deaminase, hIAP act, ATG4B inh, mIAP act
> O=C(/C=C/c1ccc(Cl)c(Cl)c1)NC1=NCCS1
 : 0.1, 0.6, -1.7, -5.1, 23.1, -2.6, 0.769, 3.5, 0.999
> CC1C(=O)C(C)C(c2ccccc2F)NC1c1ccccc1F (configuration not stated)
 : 5.1, -0.6, -1.9, -6.9, 15.6, -5.2, 0.844, 7.3, 0.949
> O=C(C1CCN(C2CC(=O)N(c3cccc(Cl)c3)C2=O)CC1)N1CCCCCC1 (configuration not stated)
 : -3.0, -0.5, 1.3, -9.8, 12.9, -3.1, 0.871, -1.7, 1.03
> COc1ccc(C(=O)Nc2ccccc2-c2nnn(CC(=O)N3CCOCC3)n2)cc1
 : 11.2, 2.2, -0.5, -9.0, 15.0, -4.7, 0.85, -10.1, 0.888
> CC[C@@H]1CC=C[C@H]2[C@H]1C(=O)N(Cc1ccccc1)[C@H]2c1ccc(C(F)(F)F)cc1
 : -1.6, -0.4, -8.0, -0.6, -10.7, 0.7, 1.11, -1.8, 1.02
> CCN(C(=S)Nc1cc(S(=O)(=O)N2CCOCC2)ccc1Cl)c1cccc2ccccc12
 : 3.0, 1.9, 0.0, -7.8, 15.3, -4.2, 0.847, -14.5, 0.97
> N#C/C(=C/c1ccc(N2CCCCCC2)o1)c1ccc(Cl)cc1
 : 18.5, 2.0, -6.1, 6.3, -0.2, -7.0, 1, -2.2, 0.815
> CC(C)C(c1nnnn1Cc1ccc2c(c1)OCO2)N1CCN(c2ccccc2)CC1 (configuration not stated)
 : -11.6, 0.4, -1.9, -5.6, -9.4, -7.5, 1.09, -5.8, 1.12
> Cc1nnc(-c2cccc(C(F)(F)F)c2)nc1N1CCOCC1
 : 2.9, 1.9, 3.2, -10.7, 14.4, 1.2, 0.856, -1.6, 0.971
> Cc1cccc(NC(=O)C2C(c3ccccc3)C2(Cl)Cl)c1 (configuration not stated)
 : -146.6, 15.2, -5.5, 1.9, -19.6, 3.1, 1.2, 15.3, 2.47*
> CNC(=O)C1CC(=O)N(Cc2ccc(OC)c(OC)c2)C(=Nc2ccc(OC)cc2)S1 (configuration not stated)
 : 0.4, -1.7, 2.1, -6.5, 12.9, 2.0, 0.871, -12.8, 0.996
> CC(NC(N)=O)C12CC3CC(CC(C3)C1)C2 (configuration not stated)
 : -4.7, -0.2, 1.9, -1.2, -5.2, -0.7, 1.05, -6.1, 1.05
> Cc1cc(NC(=O)CCC(=O)N(c2ccc(C)c(F)c2)C(C(=O)NC2CCCC2)c2ccco2)no1 (configuration not stated)
 : 2.2, 0.6, 0.0, -9.3, -9.0, 1.4, 1.09, -6.9, 0.978
> Cn1cnnc1SCC(=O)Nc1ccc(N2CCCCC2)cc1
 : -18.2, -0.3, -4.3, -5.8, 10.5, -2.7, 0.895, -1.0, 1.18
> CCCCCCNC(=O)CCCCCNS(=O)(=O)c1ccc(OC)cc1
 : 5.8, -1.0, 0.0, -0.4, -1.5, -0.2, 1.01, -2.4, 0.942
> CCSc1nnc(NC(=O)c2csc3c2CCCC3)s1
 : 4.7, -1.1, -0.6, -8.9, 19.5, -2.6, 0.805, 5.2, 0.953
> CC(=O)c1c(C)[nH]c(C(=O)Nc2ccc3c(c2)OCCO3)c1C
 : -3.2, -1.6, -4.0, -3.3, -4.3, -0.6, 1.04, 1.9, 1.03
> COc1ccc(C(=O)Nc2nnc(SCC(=O)NCc3ccco3)s2)c(OC)c1
 : 0.0, -2.7, -5.2, -6.7, 9.0, -3.0, 0.91, -17.8, 1
> Cc1cc(C)n(C(=O)c2ccc(Cl)c(F)c2F)n1
 : -2.0, 0.6, -2.3, -15.4, -10.2, -2.2, 1.1, 6.6, 1.02
> Cc1ccc(CNC(=O)CCCCCNC(=O)N2CCn3c2nc2ccccc23)cc1
 : -0.9, 0.1, 4.9, 5.5, -17.8, 2.4, 1.18, -10.6, 1.01

Values run as follows: mIAP inh, MPTP inh, MIN6 prolif, APOBEC3G inh, hIAP inh, A3A deaminase, hIAP act, ATG4B inh, mIAP act
> Nc1nc2ccccc2n1CCOc1ccccc1Cl
 : -3.2, 73.6*, -2.8, -10.8, -28.2, -5.1, 1.28, -2.2, 1.03
> O=C(CCN1C(=O)C2CCCCC2C1=O)Nc1nc(-c2ccc(F)c(F)c2)cs1 (configuration not stated)
 : -11.3, 0.4, -3.9, -6.6, -1.0, 3.1, 1.01, 6.6, 1.11
> Cc1ccc(-c2oc3ccccc3c(=O)c2OCC(=O)O)cc1
 : 13.8, -3.2, -1.8, -5.0, 2.6, -1.8, 0.974, -5.9, 0.862
> CCCCCNC(=O)C(C)Sc1ccc(Cl)cc1 (configuration not stated)
 : -1.1, -0.6, -2.8, -0.9, -4.0, 0.7, 1.04, 10.1, 1.01
> CCN(CC)C(=O)/C(NC(=O)c1ccccc1)=C(/Sc1ncccn1)c1ccccc1
 : -17.0, 0.7, -2.7, 1.0, -14.3, -2.8, 1.14, 23.7, 1.17
> CCCCN(C(=O)c1cc(=O)[nH]c2ccccc12)c1c(N)n(CCC)c(=O)[nH]c1=O
 : 1.3, /, -0.3, 3.3, 8.4, 13.3, 0.916, 9.1, 0.987
> Cc1ccc(-c2cccc(NC(=O)C3C(C(=O)O)[C@@H]4C=C[C@H]3C4)c2)o1 (some centres not stated)
 : 0.3, -7.4, -4.5, -2.9, -19.4, -1.5, 1.19, -5.1, 0.997
> COc1cc(C(=S)N2CCOCC2)ccc1OC(=O)Cc1ccc(F)cc1
 : -4.7, 0.5, 0.0, -3.6, -1.8, -2.6, 1.02, 5.1, 1.05
> Cc1ccc(CC(=O)NCC(O)c2ccccc2)cc1 (configuration not stated)
 : -1.3, 0.5, -1.9, -9.5, -6.3, -3.8, 1.06, 0.3, 1.01
> CSc1nnc(-c2cccc(NC(=S)NN)c2)o1
 : 17.2, -0.4, -1.1, -6.6, -51.8, -4.8, 1.52, 10.0, 0.828

Random excerpt: 2 records from the list.
Values run as follows: mIAP inh, MPTP inh, MIN6 prolif, APOBEC3G inh, hIAP inh, A3A deaminase, hIAP act, ATG4B inh, mIAP act
> Cc1ccc(-c2oc3ccccc3c(=O)c2OCC(=O)O)cc1
 : 13.8, -3.2, -1.8, -5.0, 2.6, -1.8, 0.974, -5.9, 0.862
> Cc1ccc(-c2cccc(NC(=O)C3C(C(=O)O)[C@@H]4C=C[C@H]3C4)c2)o1 (some centres not stated)
 : 0.3, -7.4, -4.5, -2.9, -19.4, -1.5, 1.19, -5.1, 0.997
